Bioassay records: PubChem, The Scripps Research Institute Molecular Screening Center
ARFGAP1 inh – inhibitors of rat ARFGAP1; AID 651572; inhibition, % at 16.5 µM; hit rate 0.26% among 360,000; Arfgap1-stimulated ARF1 GTP hydrolysis, GDP FP detection; Q62848;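 active means inhibition above a per-plate limit, mean inhibition of low control wells plus 3 SD, cut at about 25% in these data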;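 further: 0% = DMSO wells with enzyme and 100% = wells lacking Arfgap1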
Target sequence (Q62848 1-136 limits assumed): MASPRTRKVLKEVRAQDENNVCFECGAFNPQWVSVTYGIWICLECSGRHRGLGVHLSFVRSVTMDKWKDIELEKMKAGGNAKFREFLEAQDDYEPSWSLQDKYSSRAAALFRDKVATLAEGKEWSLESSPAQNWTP
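Repeats: one replicate per compound; assay system: rat Arfgap1 catalytic domain, aa 1-136; times: enzyme reaction 120 min at 25 °C after 20 min preincubation; detection: FP of antibody-bound GDP Alexa 633 tracer, ex 620/em 688 nm; benchmarks: high control wells lacking Arfgap1, low control full reaction with DMSO; reagent: human ARF1(Δ1-17)-GTP substrate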
ASAP1 GAP inh – blocks human ASAP1-stimulated Arf1 GTP hydrolysis | GDP FP detection | Q9ULH1 | AID 624377 | hit rate 0.19% among 360,000 | inhibition, % at 16.5 µM; in the data active means inhibition above about 25%;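 further: 0% = vehicle with enzyme and substrate and 100% = no enzyme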
MBD2 inh – inhibitors of human MBD2 binding to methylated oligonucleotide; TR-FRET; inhibition, % at 4.4 µM; hit rate 0.31% among 370,000; AID 686964; in the data active means inhibition above about 13%
Tn7 DDE FP – disrupts Tn7 cyclic peptide binding to fibrin D-Dimer-E complex. inhibition, % at 8.3 µM. P02675. hit rate 0.13% among 370,000. FP displacement of FITC-Tn7 peptide from fibrin DD(E); 0% = median of compound wells per plate. AID 720508;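 active means inhibition above the mean of compounds falling within the control limits plus 3 SD of them, cut at about 14% in these data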;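 further: 0% = plate median of compound wells and 100% = 10 µM Aha-Tn7 peptide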
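Assay system: Human clot-derived fibrin DD(E) complex | Buffer or medium: Tris/NaCl/CaCl2 buffer, pH 7.8 | Repeats: One replicate per compound | Benchmarks: Aha-Tn7 high control | Measure: % inhibition scaled between sample-field median and high-control FP | Schedule: 10 min plus 3 h, room temperature | Signal: Fluorescence polarization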
PLCg1 inh – PLC-gamma1 (human) inhibition, primary screen. P19174. purified PLC-gamma1, fluorogenic substrate, fluorescence. inhibition, % at 12.2 µM. hit rate 0.84% among 370,000; in the data active means inhibition above about 9.5%
DDE Tn6 FP inh – disrupts Tn6 cyclic peptide binding to fibrin D-Dimer-E complex. inhibition, % at 8.3 µM. Fibrin DD(E) TRITC-Tn6 fluorescence polarization displacement. P02675. AID 720509. hit rate 0.21% among 370,000;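 active means inhibition above a per-campaign cutoff: mean of compounds within control limits plus 3 SD, cut at about 15% in these data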;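 further: 0% = median of all compound wells on the plate and 100% = blocking peptide control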
ADAM17 inh – ADAM17 inhibition, QFRET primary screen; recombinant ADAM17, EDANS/DABCYL FRET peptide cleavage; P78536; hit rate 0.83% among 370,000; inhibition, % at 6.95 µM;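 active means inhibition above the mean of compounds lying between control limits plus 3 SD, set per campaign, cut at about 8.5% in these data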;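 further: 0% = DMSO-only wells as the low control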
Target sequence (P78536 215-824 limits assumed): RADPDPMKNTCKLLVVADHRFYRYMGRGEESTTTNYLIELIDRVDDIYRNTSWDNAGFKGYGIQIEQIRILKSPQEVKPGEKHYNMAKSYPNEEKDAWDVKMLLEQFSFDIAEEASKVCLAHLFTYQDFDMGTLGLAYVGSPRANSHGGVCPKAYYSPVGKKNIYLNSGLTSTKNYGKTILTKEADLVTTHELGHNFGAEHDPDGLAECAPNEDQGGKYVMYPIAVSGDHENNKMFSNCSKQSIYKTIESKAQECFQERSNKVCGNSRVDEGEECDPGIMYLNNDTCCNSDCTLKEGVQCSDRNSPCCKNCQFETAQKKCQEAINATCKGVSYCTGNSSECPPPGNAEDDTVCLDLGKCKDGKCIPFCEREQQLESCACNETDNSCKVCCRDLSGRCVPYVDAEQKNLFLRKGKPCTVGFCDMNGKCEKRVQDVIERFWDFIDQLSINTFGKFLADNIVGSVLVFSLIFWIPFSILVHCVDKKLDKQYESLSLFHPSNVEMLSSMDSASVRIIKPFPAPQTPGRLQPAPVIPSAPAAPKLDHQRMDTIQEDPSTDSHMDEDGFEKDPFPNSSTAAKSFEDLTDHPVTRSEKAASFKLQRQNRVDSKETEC
PLC-beta3 inh – blocks human PLC-beta3 enzyme activity. Q01970. Purified PLC-beta3, fluorogenic substrate, fluorescence. inhibition, % at 12.2 µM. hit rate 0.18% among 370,000. AID 720704; in the data active means inhibition above about 11%;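 further: 0% = median of compound wells on plate and 100% = full blocker control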
proKLK7 act – activators of human kallikrein-7 zymogen; hit rate 0.9% among 370,000; P49862; purified proKLK7, EDANS-DABCYL substrate fluorescence; 100% is mature enzyme control, 0% vehicle; AID 652039; activation, % at 7 µM;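 active means activation above the mean of all tested compounds plus 3 SD, computed per campaign excluding outliers beyond control limits, cut at about 13% in these data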
Target sequence (P49862 whole entry, looked up): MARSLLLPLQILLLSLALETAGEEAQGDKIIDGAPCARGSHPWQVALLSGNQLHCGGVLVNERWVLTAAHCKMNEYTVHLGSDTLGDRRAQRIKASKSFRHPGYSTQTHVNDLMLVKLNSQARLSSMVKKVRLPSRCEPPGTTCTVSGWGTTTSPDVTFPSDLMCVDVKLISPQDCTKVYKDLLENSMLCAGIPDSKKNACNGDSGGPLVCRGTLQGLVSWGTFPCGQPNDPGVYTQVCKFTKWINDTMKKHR
UHRF1 binding – human UHRF1 methylated DNA binding inhibitors | AID 687016 | inhibition, % at 4.4 µM | Q96T88 | hit rate 0.75% among 370,000 | UHRF1 binding to methylated oligo, TR-FRET; in the data active means inhibition above about 21%;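 further: UHRF1 SRA domain binding a hemimethylated CpG hairpin DNA probe; 0% = median of test compound wells and 100% = reference inhibitor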
* hit, by the source's call; i = inactive; x = not tested or not shown; & = joins results of further samples.

1: COc1ccc(NC(=O)CC2(CC(=O)O)CCCC2)cn1
2: CCOC(=O)C1=CCN(S(=O)(=O)c2ccccc2F)C1c1ccc(Cl)cc1 (stereo unspecified)
3: Cc1ccccc1S(=O)(=O)Nc1ncnc2ccccc12
4: Cn1nc(C(F)(F)F)c(-c2cccc(C(F)(F)F)c2)c1NC(=O)c1ccco1
5: Fc1ccccc1-c1nc2nc3ccccc3nc2n1CC1CCCO1 (stereo unspecified)
6: O=C(OCC(=O)N1CCC(Cc2ccccc2)CC1)c1ccccc1
7: CC(C)(O)/C=C/C[C@](C)(O)C1CC[C@]2(C)C1[C@H](O[C@H]1O[C@@H](CO)[C@H](O)[C@@H](O)[C@@H]1O)CC1[C@@]3(C)CC[C@H](O)C(C)(C)C3[C@@H](O)C[C@]12C (stereo partly specified)
8: C=CCOn1c(=O)c(-c2ccc(OC)c(OC)c2)[n+]([O-])c2ccccc21
Screen / compound no.	1	2	3	4	5	6	7	8
ARFGAP1 inh	8	12	-8	-1	-11	4	5	12
ASAP1 GAP inh	-3	1	-16	-1	2	-4	5	3
MBD2 inh	-1	-6	2	-5	-5	2	-2	-5
Tn7 DDE FP	-5	-9	5	6	-4	3	-3	5
PLCg1 inh	-1	0	-177	-2	-83	-1	-4	-25
DDE Tn6 FP inh	-1	1	7	0	1	1	11	-3
ADAM17 inh	-4	5	-16	0	-217	-4	-1	-3
PLC-beta3 inh	-5	5	-240	-2	-111	-9	-2	-30
proKLK7 act	-0.5	0.1	1.9	0.2	1.7	-0.5	-0.5	-2.7
UHRF1 binding	-2	-2	0	-2	1	6	4	-6

An excerpt from above with just ARFGAP1 inh:
entry	SMILES	ARFGAP1 inh
1	COc1ccc(NC(=O)CC2(CC(=O)O)CCCC2)cn1	8
8	C=CCOn1c(=O)c(-c2ccc(OC)c(OC)c2)[n+]([O-])c2ccccc21	12
4	Cn1nc(C(F)(F)F)c(-c2cccc(C(F)(F)F)c2)c1NC(=O)c1ccco1	-1
7	CC(C)(O)/C=C/C[C@](C)(O)C1CC[C@]2(C)C1[C@H](O[C@H]1O[C@@H](CO)[C@H](O)[C@@H](O)[C@@H]1O)CC1[C@@]3(C)CC[C@H](O)C(C)(C)C3[C@@H](O)C[C@]12C (stereo partly specified)	5
2	CCOC(=O)C1=CCN(S(=O)(=O)c2ccccc2F)C1c1ccc(Cl)cc1 (stereo unspecified)	12
5	Fc1ccccc1-c1nc2nc3ccccc3nc2n1CC1CCCO1 (stereo unspecified)	-11

Another view of part of the listing above.
Order of values – ARFGAP1 inh | ASAP1 GAP inh | MBD2 inh | Tn7 DDE FP | PLCg1 inh | DDE Tn6 FP inh | ADAM17 inh | PLC-beta3 inh | proKLK7 act | UHRF1 binding
3. Cc1ccccc1S(=O)(=O)Nc1ncnc2ccccc12
  -8 | -16 | 2 | 5 | -177 | 7 | -16 | -240 | 1.9 | 0
7. CC(C)(O)/C=C/C[C@](C)(O)C1CC[C@]2(C)C1[C@H](O[C@H]1O[C@@H](CO)[C@H](O)[C@@H](O)[C@@H]1O)CC1[C@@]3(C)CC[C@H](O)C(C)(C)C3[C@@H](O)C[C@]12C (stereo partly specified)
  5 | 5 | -2 | -3 | -4 | 11 | -1 | -2 | -0.5 | 4

Further entries follow:
9: COc1ccc(NC(=O)C2CCN(c3cc(C)nc(-c4ccccc4)n3)CC2)cc1
10: COc1cccc(NC(=O)C2CCN(c3cnccn3)CC2)c1
11: Cc1ccc(S(=O)(=O)N2[C@H](c3cccc(Cl)c3)CC(=O)[C@@H]3CN(S(=O)(=O)c4ccccc4C)[C@H](c4ccc(Cl)cc4)C[C@@H]32)cc1
12: O=[N+]([O-])c1ccc(Cl)c(-c2ccc(/C=N/c3c(-c4ccco4)nc4ccccn34)o2)c1
13: CN(Cc1ccccc1)C(=O)C1CCCN(Cc2cccc(Cl)c2)C1 (stereo unspecified)
14: COc1cccc(C(=O)Nc2nc3c(c(=O)[nH]2)CCCC3)c1
15: CCOC(=O)CN=C/C(C(=O)Nc1nccs1)=C(/C)O
16: COC(=O)C1(C(=O)OC)c2cc3c(cc2CN(S(=O)(=O)c2ccc(C)cc2)C1CC(C)=O)OCO3 (stereo unspecified)
Screen / compound no.	9	10	11	12	13	14	15	16
ARFGAP1 inh	0	10	14	-1	8&8	8	-4	1
ASAP1 GAP inh	4	-14	-2	5	-2&10	2	6	0
MBD2 inh	0	-1	6	-6	1&-1	3	-3	3
Tn7 DDE FP	3	2	2	1	-1&1	-12	-9	3
PLCg1 inh	0	-22	-3	-205	3&0	1	4	1
DDE Tn6 FP inh	-3	-1	-3	-6	-5&2	-15	6	4
ADAM17 inh	-3	-12	2	-17	-6&-5	-4	-2	3
PLC-beta3 inh	0	-35	2	-245	2&-7	-2	0	-6
proKLK7 act	-0.4	1.0	-0.7	-26	0.2&-0.1	-0.1	0.7	-1.0
UHRF1 binding	2	-1	1	-1	0&3	0	4	-1

17: CCOc1ccccc1N(C(=O)c1ccccc1Cl)C1=NC(C)(C)CS1
18: Cc1cnc(C(=O)OCC(=O)NCc2ccccc2)cn1
19: CCN1C(=O)[C@@H]2[C@@H](c3ccc(-c4ccc(Cl)c(Cl)c4)c(OC)c3)N3CCC[C@@]3(C(=O)OC)[C@@H]2C1=O
20: Cc1ccc2sc(-c3ccc(NC(=O)c4cc(-n5cnnc5)ccc4Cl)cc3)nc2c1
21: C=CCN1C(=O)C(CC(=O)NCC)SC1=Nc1ccccc1OC (stereo unspecified)
22: O=C1N(c2ccccc2)CCN1c1ccccc1
23: O=C(NCc1cc(C(F)(F)F)cc(C(F)(F)F)c1)C1CC(c2ccccc2[N+](=O)[O-])=NO1 (stereo unspecified)
24: O=C(COc1ccc(C(=O)c2ccccc2)cc1)NCC(=O)Nc1ccccc1Br
Screen / compound no.	17	18	19	20	21	22	23	24
ARFGAP1 inh	5	-3	7	28*	-2	-6	8	-5
ASAP1 GAP inh	8	14	20	15	2	5	0	-9
MBD2 inh	3	0	-1	0	-3	3	-1	-3
Tn7 DDE FP	-3	0	-5	0	1	-1	-8	2
PLCg1 inh	4	-2	-4	-29	-2	4	1	-5
DDE Tn6 FP inh	-2	10	3	-6	-4	-1	4	5
ADAM17 inh	2	-5	6	-71	-4	0	7	1
PLC-beta3 inh	-3	-3	-6	-39	1	-3	-1	0
proKLK7 act	1.0	0.3	0.1	-3.4	-0.6	-0.8	0.1	0.0
UHRF1 binding	3	1	-2	-5	-2	0	-3	1

25: CCn1c(CSc2nnc(C)n2-c2ccccc2)nc2cc(S(=O)(=O)N(C)C)ccc21
26: COc1ccc(/C=N/NC(=O)CN2CCSCC2)c(OC)c1
27: O=C(CCC(=O)OCC(=O)c1ccc(F)cc1)NC1CCCCC1
28: CCCC1CCC2(CC1)CCC2OC(=S)Nc1ccccc1Br (stereo unspecified)
29: Cn1c(-c2ccccc2)cnc1SCC(=O)NCc1ccco1
30: COc1ccc([C@H]2CC(=O)C[C@@H](CCn3nnc4ccccc43)O2)cc1
31: COCC1CCN(C(=O)c2cc(COc3cccc4cnccc34)on2)CC1
32: O=S(=O)(c1ccc2c(c1)OCCO2)N1CCN(S(=O)(=O)c2ccco2)CC1
Screen / compound no.	25	26	27	28	29	30	31	32
ARFGAP1 inh	-1	5	-4	x	2	-4	4	13
ASAP1 GAP inh	-3	-11	12	x	-11	8	6	-2
MBD2 inh	-2	-2	0	-2	-4	0	-7	0
Tn7 DDE FP	-3	-2	-2	2	1	-4	4	-2
PLCg1 inh	-3	0	-2	3	2	-1	-40	-1
DDE Tn6 FP inh	4	6	-12	-5	-2	-6	3	13
ADAM17 inh	-5	0	-4	-2	0	-4	-49	-3
PLC-beta3 inh	-4	3	0	2	3	0	-72	0
proKLK7 act	0.2	0.5	-0.5	x	-0.2	0.8	10	0.3
UHRF1 binding	-2	-3	0	-1	-3	1	-3	1

33: COc1ccc(CC(=O)Nc2cccc(Cl)c2C)cc1S(=O)(=O)N1CCOCC1
34: FC(F)(F)c1ccc2c(c1)C1C=CCC1C(c1ccncc1)N2 (stereo unspecified)
35: CC1CN(Cc2c(O)ccc3c2oc(=O)c2ccccc23)CC(C)O1 (stereo unspecified)
36: CCOc1cc(C(=O)Nc2ccc(N3CCN(S(C)(=O)=O)CC3)cc2)cc(OCC)c1OCC
37: COc1cccc(N(CC(=O)NC2CCCCC2)C(=O)c2snc(C(N)=O)c2N)c1
38: COc1ccc(NC(=O)Nc2ccc3c(c2)C(=O)N([C@H](C)CO)C[C@H](C)[C@@H](CN(C)C(=O)Nc2c(C)noc2C)O3)cc1
39: CCOC(=O)N1N=C(c2ccccc2)CC1(O)C(F)(F)F (stereo unspecified)
40: Cc1c(C(=O)OCCOC(C)C)[nH]c2c1C(=O)CC(C)(C)C2
Screen / compound no.	33	34	35	36	37	38	39	40
ARFGAP1 inh	5	3	-4	5	13	-3	-3	1
ASAP1 GAP inh	-7	2	6	-6	-8	8	3	-2
MBD2 inh	1	-2	16*	2	1	2	2	-1
Tn7 DDE FP	-7	-1	7	3	7	7	-8	2
PLCg1 inh	3	-26	-206	-2	-18	-1	1	2
DDE Tn6 FP inh	5	-2	4	2	1	7	-4	-9
ADAM17 inh	-5	-2	-8	-5	-12	-5	-1	-2
PLC-beta3 inh	-3	-35	-274	2	-27	-5	-1	-1
proKLK7 act	0.1	0.6	-0.2	-0.5	0.5	0.5	0.1	1.3
UHRF1 binding	-1	-3	19	11	-2	-3	1	2

41: COc1ccc(CCNC(=O)CN(c2ccc(OC)cc2)S(C)(=O)=O)cc1
42: CCCc1ccc2oc(C(=O)NCCN3CCCC(C(N)=O)C3)c(C)c2c1 (stereo unspecified)
43: CCOC(=O)CC(=O)CSc1n[nH]c(=O)[nH]c1=O
44: COc1ccc(-c2cn3ccc4ccccc4c3n2)cc1
45: C=C(C)c1cccc(C(C)(C)NC(=O)N2CCN(c3ccccc3OC)CC2)c1
46: Cc1nc(SCc2c(F)cccc2Cl)n[nH]1
47: Cc1ccc(NC(=O)C2Cc3ccccc3C(=O)O2)cc1 (stereo unspecified)
48: CCn1c(SCC(=O)N2CCCCC2C)nnc1-c1ccc(S(=O)(=O)N2CCN(C)CC2)cc1 (stereo unspecified)
49: COc1cc2c(cc1NC(=O)COc1ccc3ccccc3c1)oc1ccccc12
50: Cc1ccc(OCC(=O)c2cc(C)n(CC(F)(F)F)c2C)c([N+](=O)[O-])n1
51: CCOC(=O)c1cc2c(=O)n3ccccc3nc2n(CCCOC)c1=NC(=O)C(C)(C)C
Screen / compound no.	41	42	43	44	45	46	47	48	49	50	51
ARFGAP1 inh	13	5	-4	11	0	2	-6	-6	3	3	-6
ASAP1 GAP inh	8	1	3	13	-8	9	5	-17	3	2	0
MBD2 inh	0	-3	10	1	-3	5	3	-1	3	-4	-5
Tn7 DDE FP	-9	8	2	-1	2	1	10	3	0	0	0
PLCg1 inh	4	1	0	-43	-1	2	2	-2	1	0	i
DDE Tn6 FP inh	-4	0	6	2	-3	-6	1	3	-1	4	2
ADAM17 inh	-1	-1	0	-59	0	-2	-6	-3	-10	1	i
PLC-beta3 inh	-1	-7	-16	-55	-1	-2	-9	2	5	-6	i
proKLK7 act	-0.2	0.3	-0.5	-2.5	-0.7	0.6	-0.9	-0.2	0.9	1.1	22*
UHRF1 binding	4	-3	20	-1	0	4	0	-1	5	-2	-1
